From PubChem BioAssay
GLP-1R inv ag – acts as inverse agonist at human GLP-1 receptor | P43220 | HEK293 GLP-1R CRE-luciferase, luminescence, 24 h; GLP-1R form is constitutively active | AID 624417 | 410,000 tested, 1.6% active | Potency, µM (top dose mostly 38.3 µM), for the others: at the top dose activity change, negative = inhibition, most hits filed as inhibitors; note: potency is the fitted concentration of half-maximal effect; % is set by controls: 0 for no effect and ±100 for the full control effect; nearly all actives have a fitted effect of over 55% in size
Target sequence (P43220 whole entry, looked up): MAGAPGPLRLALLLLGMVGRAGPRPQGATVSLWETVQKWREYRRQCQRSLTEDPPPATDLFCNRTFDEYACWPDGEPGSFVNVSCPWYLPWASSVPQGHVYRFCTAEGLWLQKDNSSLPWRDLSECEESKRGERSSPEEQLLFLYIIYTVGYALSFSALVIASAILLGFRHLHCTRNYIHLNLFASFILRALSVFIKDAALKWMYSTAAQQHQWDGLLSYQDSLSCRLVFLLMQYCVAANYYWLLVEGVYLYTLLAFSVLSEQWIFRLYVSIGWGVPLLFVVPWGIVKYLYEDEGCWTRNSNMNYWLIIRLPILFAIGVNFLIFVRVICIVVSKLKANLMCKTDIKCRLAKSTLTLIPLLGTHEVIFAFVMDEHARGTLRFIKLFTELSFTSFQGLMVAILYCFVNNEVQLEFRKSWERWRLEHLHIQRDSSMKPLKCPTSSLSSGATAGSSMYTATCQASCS
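Cells are plated, allowed 12 hours at 37 deg C, then treated with compounds for 24 hr before luciferase detection reagent is added and luminescence is read after 12 min at room temperature. The HEK293 line carries constitutively active GLP-1R with a cAMP-responsive reporter.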
PTHR1 agonist – agonists of human PTHR1 parathyroid hormone receptor; 410,000 tested, 0.075% active; HEK293 GP2 PTHR1 cells, GloSensor cAMP luminescence, 1 h; Potency, µM (top dose mostly 115 µM), for inactives: top-dose activation, usual class: activators; Q03431; note: potency is the fitted concentration of half-maximal effect; nearly all actives have a fitted effect of over 55% in size; some results filed as inactive show a strong effect at the top dose; inactives centre near -15; many of its hits are not listed in these tables
Target sequence (Q03431 whole entry, looked up): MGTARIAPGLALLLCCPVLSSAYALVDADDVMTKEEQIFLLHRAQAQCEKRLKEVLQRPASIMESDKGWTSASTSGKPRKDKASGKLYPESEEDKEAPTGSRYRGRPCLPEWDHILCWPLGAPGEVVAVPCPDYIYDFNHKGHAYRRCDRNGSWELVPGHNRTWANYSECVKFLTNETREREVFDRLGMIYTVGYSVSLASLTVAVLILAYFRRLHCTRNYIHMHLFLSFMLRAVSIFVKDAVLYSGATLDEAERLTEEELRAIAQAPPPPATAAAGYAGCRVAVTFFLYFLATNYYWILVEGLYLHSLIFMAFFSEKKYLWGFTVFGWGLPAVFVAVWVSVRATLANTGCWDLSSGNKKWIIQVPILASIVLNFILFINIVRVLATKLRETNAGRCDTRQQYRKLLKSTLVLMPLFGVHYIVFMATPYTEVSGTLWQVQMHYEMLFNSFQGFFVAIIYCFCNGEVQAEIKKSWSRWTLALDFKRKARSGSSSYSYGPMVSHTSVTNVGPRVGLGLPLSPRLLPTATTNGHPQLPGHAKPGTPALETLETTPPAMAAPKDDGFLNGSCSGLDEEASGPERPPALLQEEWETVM
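HEK-293-derived GP2 cells expressing PTHR1 and a GloSensor cAMP reporter, 3,000/well, plated overnight, given luciferin plus IBMX (each 0.5 mM as added) for 1 h at 37 °C, then compound for 1 h at 37 °C. Luminescence was read after 15 min at room temperature.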
FUS suppressor – FUS proteinopathy suppression in yeast; S. cerevisiae FUS-expressing, growth rescue, OD600, 24 h; Potency, µM (doses to about 76.6 µM), without a hit: at the top dose growth rescue (activation), actives largely listed as activators; 390,000 tested, 0.24% active; AID 1347120;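 note: potency is the fitted concentration of half-maximal effect; plate controls were DMSO vehicle for no effect and reference control for full effect; nearly all actives have a fitted effect of over 55% in size; some results filed as inactive show a strong effect at the top dose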
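Galactose (2%) drives FUS expression in yeast precultured in raffinose; seeding density OD 0.005. Test compounds incubated 24hr at 30C and 99% humidity before absorbance at 600 nm was measured.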
Abeta rescue – compounds reversing amyloid beta toxicity in yeast. yeast expressing A-beta42, growth rescue, OD600, 48 h; response scale: 0% DMSO, 100% iron-clioquinol control. Potency, µM (highest dose often 46.1 µM), inactives show at the top dose growth rescue, usual class: activators. 410,000 tested, 0.063% active; note: potency is the fitted concentration of half-maximal effect; nearly all actives have a fitted effect of over 55% in size
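Yeast A-beta toxicity model in growth medium with pinned compounds, 48 h at 30 C; growth read as absorbance at 600 nm. Normalized to FeCl3/clioquinol equimolar mix (positive) and DMSO (negative).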
aSyn yeast inh – rescues yeast growth from alpha-synuclein toxicity; Yeast expressing alpha-synuclein, growth rescue, BacTiter-Glo, 24 h; Potency, µM (highest dose often 46.1 µM), without a hit: at the top dose growth rescue (activation), hits mostly activators; 370,000 tested, 0.14% active; AID 652106; note: potency is the fitted concentration of half-maximal effect; % of control where 0% means no effect; nearly all actives have a fitted effect of over 65% in size
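Rescue of yeast growth: cells expressing toxic alpha-synuclein, induced in galactose at OD600 0.02, incubated with compound 24 h at 30 C. ATP luminescence quantified growth; inhibitors of toxicity appear as activators.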
TDP-43 yeast inh – TDP-43 toxicity inhibition in yeast. TDP-43 expressing yeast growth rescue, BacTiter-Glo, 24 h. Potency, µM (titrated, usually from 46.1 µM), without a hit: at the top dose growth rescue (activation), usual class: activators. 410,000 tested, 1.8% active; note: potency is the fitted concentration of half-maximal effect; % of control where 0% means no effect; nearly all actives have a fitted effect of over 50% in size
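Cell-based yeast growth screen: TDP-43 expression induced in galactose, inoculum OD600=0.02 after raffinose pregrowth to mid-log. Read-out BacTiter-Glo luminescence at 24 hr, 30 deg C; inhibition of toxicity seen as signal increase.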
Akt phos inh – Akt phosphorylation inhibition. AID 651550. activity change, % for hits at 50 µM. Neuro2A IGF-stimulated pAkt S473 HTRF, 20 min; hits give low values. 360,000 tested, 0.32% active; in the data active = activity change below about -80%; inconclusive = mostly about -51% to -80%; note: % is set by controls: 0 for no effect and ±100 for the full control effect
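Single-point screen (50 µM final compound) in Neuro2A cells stimulated 20 min with 6 nM IGF at 37 deg C. After lysis, Ser473-phosphorylated Akt read by HTRF (ex 330 nm, em 615/665 nm) as the 665/615 ratio.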
Mm-Cpn inhibitor – M. maripaludis TRiC chaperonin inhibition. purified Mm-Cpn ATPase, ADP Transcreener TR-FRET. Potency, µM (top dose mostly 76.9 µM), for the others: at the highest dose activity, negative = inhibition, usual class: inhibitors. 330,000 tested, 0.031% active. AID 504842; note: potency is the fitted concentration of half-maximal effect; % is set by controls: 0 for no effect and ±100 for the full control effect; nearly all actives have a fitted effect of over 80% in size
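Quantitative HTS used 25 nM Mm-CPN and 10 uM ATP in magnesium/KCl Tris buffer, pH 7.4, with 1 mM DTT. Hydrolysis ran 30 min at 37°C; ADP was read by HTRF.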
GLP1R cytotox – cytotoxicity counter-screen for GLP-1 receptor inverse agonists | Potency, µM (top dose mostly 38.3 µM), for inactives: at the highest dose activity change, negative = inhibition, most hits filed as inhibitors | 410,000 tested, 0.13% active | HEK293 cAMP-luciferase reporter cells, luminescence, 24 h;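 note: loss of luciferase light is scored as toxicity; potency is the fitted concentration of half-maximal effect; % is set by controls: 0 for no effect and ±100 for the full control effect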
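Quantitative HTS format, 1536 wells, 200 cells/uL seeded. Compounds: 23 nL, 24 h, 37 °C. Detection: luciferase reagent, luminescence at 12 min RT; decreased signal taken as cytotoxic.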
* hit, by the source's call; i = inactive; u = inconclusive; x = no result given; [ ] = another dose, or the depositor's remark. Unless noted, calls come from the whole dose curve; as a rule, active = well fitted curve in the direction sought with a large enough effect; inconclusive = small, poorly fitted or top-dose-only effect, or another doubt; inactive = no such curve, though single readings can be large; an effect the other way counts as inactive or inconclusive. Some of the compounds tested; the hit share may differ from the screen's.

SMILES | GLP-1R inv ag | PTHR1 agonist | FUS suppressor | Abeta rescue | aSyn yeast inh | TDP-43 yeast inh | Akt phos inh | Mm-Cpn inhibitor | GLP1R cytotox
CCc1c(O)nc(SCC(=O)Nc2nc3ccccc3s2)n(-c2ccccc2)c1=O | 1% | -16% | 24% | 2% | -3% | 17% | i | 2% | 12%
Cc1cc(C)cc(N2CC(C(=O)OCC(=O)Nc3cc(C)on3)CC2=O)c1 (stereo not drawn) | 10% | -10% | 10% | 2% | -2% | -9% | i | -2% | -6%
COc1ccc(CN2CCNC(=O)C2CC(=O)NC2CCCCCCC2)cc1OC (stereo not drawn) | 70%[activator] | i | 20% | 3% | -5% | -12% | i | 0% | 2%
N=C1/C(=C\c2ccc(OC(=O)c3ccccc3)cc2)C(=O)N=C2SC(N3CCOCC3)=NN12 | -17% | i | 30% | -12% | -21% | u | i | 1% | -20%
COC(=O)c1sccc1NC(=O)Cn1cnc2c1c(=O)n(C)c(=O)n2C | -5% | i | u | 16% | -1% | -47%[inhibitor] | i | 1% | -3%
COc1ccc2c(CNCc3cccs3)c(C(=O)O)n(Cc3ccccc3)c2c1 | -3% | i | 32% | 2% | x | 6% | x | x | -19%
COCCc1ncc(CN2CCC(C(=O)Nc3cccc(-c4cscn4)c3)CC2)cn1 | u | -19% | -10% | 7% | 10% | u | i | 2% | -3%
CC1Cc2ccccc2N1C(=O)CCS(=O)(=O)c1cccs1 (stereo not drawn) | 1% | -4% | -5% | -11% | -5% | 2% | i | 0% | -5%
O=c1c2ccccc2nnn1CSc1ccc2c(c1)OCCO2 | 0% | -6%[57.5 µM] | 18% | -1% | u | 11µM* | i | 0% | 1%
O=C1C=C(c2ccc3c(c2)OCO3)CCC1 | 6% | i | -9% | -4% | 2% | 17% | i | x | -3%
CS(=O)(=O)c1nc(S(=O)(=O)c2ccc(Cl)cc2)c(N2CCOCC2)s1 | -29% | i | -15% | 1% | 3% | -3% | i | -1% | -9%
COc1ccc2oc(-c3cccc(NC(=O)c4cc([N+](=O)[O-])ccc4N4CCOCC4)c3)nc2c1 | -20% | -25% | u | 4% | x | u | x | x | -20%
Cc1cc(C(=O)NNC(=S)Nc2cccc(C(F)(F)F)c2)nn1C | 15% | -6% | 2% | 9% | -9% | 18% | i | 0% | -5%
S=c1[nH]nc(-c2ccc3ccccc3n2)n1-c1ccc2ncccc2c1 | 32%[activator] | i | x | 8% | -6% | 0% | i | -2% | -16%
O=C(C[C@@H]1C/C=C\C[C@@H](Cc2ccc(F)cc2)C(=O)OC[C@H]2CCCN2C1=O)N[C@H](CO)Cc1ccccc1 | -18% | i | 37% | -2% | 0% | 7% | i | 0% | -8%
O=C(c1ccco1)N1CCCC(c2nc3c(nnn3Cc3ccc(Cl)cc3Cl)c(=O)[nH]2)C1 (stereo not drawn) | -15% | -15% | 24% | 6% | 0% | 23% | i | 2% | -10%
CCOC(=O)c1ccc(NC(=O)c2ncn3c2C(=O)NC[C@@H]3C)cc1 | 83%[activator] | -16% | 3% | -6% | -13% | 16% | i | x | 2%
O=C(Nc1ccccc1-c1ccccc1)c1ccccc1Br | u | 1% | -21% | -20% | 2% | 13% | i | 0% | 3%
COc1ccc(S(=O)(=O)N(C)C)cc1NC(=O)c1ccc(OCC(=O)N2CCOCC2)c(OC)c1 | 2% | -1% | 9% | 5% | 6% | -2% | i | -2% | 12%
COc1ccc(CN2CCNC(=O)C2CC(=O)NCc2cnn(C)c2)cc1OC (stereo not drawn) | 17% | i | -14% | -8% | -3% | -6% | i | 2% | 23%
COc1cccc(NC(=O)N2CCN(C(=O)c3nsc4ccccc34)CC2)c1 | 3% | -2% | 11% | -1% | x | 10% | x | x | -4%
CC(CC(=O)NCC1CCCO1)c1ccccc1 (stereo not drawn) | 4% | i | -2% | 0% | -4% | 4% | i | 0% | 1%
CC1Sc2ccc(S(=O)(=O)CCC(=O)Nc3ccccc3Cl)cc2NC1=O (stereo not drawn) | -29% | -34%[inhibitor] | -4% | 12% | 2% | 11% | i | 4% | -7%
Nc1nc(COC(=O)CCC(=O)c2ccc(Cl)cc2)nc(Nc2ccccc2)n1 | 8% | -30% | -4% | 14% | -6% | -13% | i | -9% | 2%
Cc1ccc(-c2nc(SCC(=O)N3CCc4ccccc43)c3c(=O)n(C)c(=O)n(C)c3n2)cc1 | 3% | 4% | -2% | -13% | x | 0% | x | x | 2%
Cc1ccccc1OCC(=O)NNC(=O)C1CC(=O)N(c2ccc3c(c2)OCCO3)C1 (stereo not drawn) | -9% | -25% | -7% | 0% | 2% | 9% | i | -2% | 6%
CC(C)Cn1c(SCC(=O)N2CCCCC2)nc2ccccc2c1=O | u | -3%[57.5 µM] | 23% | -1% | -1% | 20% | i | -1% | -7%
Cc1ccc(S(=O)(=O)N2CCN(C(=O)c3ccccc3)CC2)c(C)c1NS(C)(=O)=O | 28% | i | -33% | -2% | -3% | 10% | i | 3% | -11%
O=C(Nc1nnc(-c2ccc(Cl)s2)o1)C1CCCCC1 | 24% | 5% | -13% | -16% | 1% | -7% | i | x | 2%
CCCSc1nnc2n(-c3ccc(OC)cc3)c(=O)c3c4c(sc3n12)COC(C(C)C)C4 (stereo not drawn) | 5% | i | -20% | -3% | 13% | 18% | x | x | 4%
CC1CCN(S(=O)(=O)c2cn(CC(=O)Nc3ccc(C#N)cc3)cn2)CC1 | 0% | i | -12% | x | -1% | 6% | i | -7% | 5%
Cc1cccc(Nc2nc(-c3ccc(O)cc3O)cs2)n1 | u | -26% | 19% | -20% | 0% | u | i | -2% | 30%
Cc1ccc(S(=O)(=O)N2CCOC2CNC(=O)C(=O)NCc2ccccn2)cc1 (stereo not drawn) | 0% | -91%[inhibitor] | x | 6% | 1% | 7% | i | 1% | 0%
N#CC(=C=[N-])C1=C(C#N)C(c2ccccc2F)C([n+]2ccccc2)C(O)(C2CC2)N1 (stereo not drawn) | 0% | i | 26% | 6% | 3% | -3% | i | -22% | 1%
COC(=O)c1cn(Cc2cccc(C)c2)nn1 | -8% | -19% | x | 2% | 6% | 29% | i | 0% | 10%
COCCCN1C(=O)C(CC(=O)NCCCN(C)C)CC(C(=O)N(C(C)C)C(C)C)=C1C (stereo not drawn) | 21% | -19% | -15% | -12% | -13% | 10% | i | x | 1%
O=C(NCCOc1nc(N2CCCCC2)nc(N2CCOCC2)n1)Nc1ccccc1 | 36% | i | u | 6% | 0% | -13% | x | -1% | -13%
O=S(=O)(NCC(c1cccs1)S(=O)(=O)c1ccccc1)c1ccc(F)c(C(F)(F)F)c1 (stereo not drawn) | u | -16% | 1% | -1% | x | u | x | x | 1%
CCOC(=O)N1CCN(S(=O)(=O)c2ccc(C(=O)Nc3nc4ccccc4s3)cc2)CC1 | 25% | -37%[inhibitor] | x | 8% | 10% | 3% | i | -3% | -12%
COc1ccc(-c2nc3ccc([N+](=O)[O-])cc3[nH]2)cc1 | u | -46%[inhibitor] | 23% | 14% | 11% | 16% | i | 0% | -11%

Compounds from the list above that contain an NH in an aromatic ring, in the order listed:
SMILES | GLP-1R inv ag | PTHR1 agonist | FUS suppressor | Abeta rescue | aSyn yeast inh | TDP-43 yeast inh | Akt phos inh | Mm-Cpn inhibitor | GLP1R cytotox
S=c1[nH]nc(-c2ccc3ccccc3n2)n1-c1ccc2ncccc2c1 | 32%[activator] | i | x | 8% | -6% | 0% | i | -2% | -16%
O=C(c1ccco1)N1CCCC(c2nc3c(nnn3Cc3ccc(Cl)cc3Cl)c(=O)[nH]2)C1 (stereo not drawn) | -15% | -15% | 24% | 6% | 0% | 23% | i | 2% | -10%
COc1ccc(-c2nc3ccc([N+](=O)[O-])cc3[nH]2)cc1 | u | -46%[inhibitor] | 23% | 14% | 11% | 16% | i | 0% | -11%

Next entries follow.
SMILES | GLP-1R inv ag | PTHR1 agonist | FUS suppressor | Abeta rescue | aSyn yeast inh | TDP-43 yeast inh | Akt phos inh | Mm-Cpn inhibitor | GLP1R cytotox
Cc1ccccc1NC(=O)NCc1ccccn1 | 14% | -15% | 11% | 6% | -2% | -13% | i | x | -7%
CCCCn1c(-c2cccc3ccccc23)nc2cc3[nH]c(=O)c(C(C)C)nc3cc21 | u | -4% | u | 5% | 12% | 0% | i | -5% | 0%
CC(=O)c1ccc(Oc2cc(C)nc(NCc3ccccc3)n2)cc1 | 0% | i | x | 11% | -12% | u | i | -3% | 3%
N#Cc1cc(C(=O)c2ccccc2OCC(=O)Nc2ccccc2)cn(C2CCCCC2)c1=O | 7% | i | -13% | 6% | 0% | 9% | i | -3% | -4%
CS(=O)(=O)c1cccc(C(=O)NCc2ccccc2)c1 | 0% | -1%[57.5 µM] | -9% | -13% | 0% | -10% | i | 1% | 6%
CCN(CC)S(=O)(=O)c1ccc(C(=O)N2CCN(C(=O)c3ccco3)CC2)cc1 | 21% | -8% | 11% | 5% | -3% | 9% | i | 0% | 2%
C=C1C(=O)OC2C1CCC(C)=C1C(=O)C3OC3(C)C12 (stereo not drawn) | u | -64%[inhibitor] | -16% | -56%[inhibitor] | 0% | 12% | i | x | u
CCOC(=O)c1ccc(NC(=S)NCCCN2CCCCC2)cc1 | -2% | 0%[57.5 µM] | 19% | 3% | 1% | -9% | i | 0% | -47%
CCCCN(C)C(=O)CSc1c2c(nc3ccc(Cl)cc13)CCCC2 | -16% | -14% | 12% | -9% | x | 0% | x | x | -2%
O=C(Nc1ccccc1Cl)OC1CCCCC1 | -23% | -6% | 6% | -4% | -1% | 7% | i | -1% | 9%
